HCV core dimer: inhibitors of HCV core protein dimerization, primary screen, biochemical, TR-FRET, high-throughput; TR-FRET GST/Flag-core106 dimerization, 1536-well; inhibition, % at 5 µM; 0.33% of 300,000 active; AID 1899, 2009;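 active = inhibition above the mean of all tested compounds plus 3 SD, set per screening campaign, cut at about 45% in these data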
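System: GST-tagged and Flag-tagged HCV core protein residues 1-106 / Input: core106 proteins, GST 13.5 nM and Flag 17 nM / Buffer or medium: KF-containing HEPES buffer, pH 7.45, DTT, CHAPS, BSA / Probe or stimulus: Eu-anti-GST and XL665-anti-Flag labelled anti-tag antibodies / Schedule: 4 h, 22.5 °C incubation / Technique: TR-FRET 671 and 617 nm emission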
procasp3 activ: activators of human procaspase-3 D3A mutant, primary screen, biochemical, absorbance, PC-3 D3A mutant, single concentration | Caspase-3 (Homo sapiens), P42574 | recombinant procaspase-3 D3A, Ac-DEVD-pNA absorbance 405 nm | activation, % at 8.5 µM | 0.11% of 330,000 active;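 active = activation above the mean of all tested compounds plus 3 SD, cut at about 21% in these data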;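 note: 0% = DMSO alone and 100% = DMSO wells spiked with extra 5 µM PC-3 D3A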
Target sequence (P42574 whole entry D9A/D28A/D175A): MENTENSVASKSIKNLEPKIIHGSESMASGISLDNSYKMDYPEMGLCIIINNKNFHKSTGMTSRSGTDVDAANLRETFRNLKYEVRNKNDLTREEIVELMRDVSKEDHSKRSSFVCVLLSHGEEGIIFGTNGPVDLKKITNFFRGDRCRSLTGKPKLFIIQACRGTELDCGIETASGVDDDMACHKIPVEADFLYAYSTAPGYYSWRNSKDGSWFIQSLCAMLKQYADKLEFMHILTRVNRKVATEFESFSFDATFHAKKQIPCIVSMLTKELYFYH
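System: Procaspase-3 D3A mutant. Medium: Zinc-free 300 mM NaCl, 50 mM HEPES, 0.01% Triton X-100. Schedule: 1 h preincubation plus 2 h reaction at 25 °C. Measured by: 405 nm absorbance of p-nitroaniline, reads at 0 and 120 min. Read-out: percent activation relative to control range.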
PP5 primary: PP5 phosphatase inhibitors, primary screen, biochemical, fluorescence. Serine/threonine-protein phosphatase 5 (Homo sapiens), P53041. purified PP5c, OMFP substrate fluorescence. inhibition, % at 6.7 µM. 0.18% of 320,000 active. AID 1987, 2009;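 active = inhibition above the campaign's mean inhibition across all tested compounds plus 3 SD, cut at about 9.5% in these data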;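 note: 0% = DMSO only and 100% = 100 µM cantharidin control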
Target sequence (P53041 whole entry, looked up): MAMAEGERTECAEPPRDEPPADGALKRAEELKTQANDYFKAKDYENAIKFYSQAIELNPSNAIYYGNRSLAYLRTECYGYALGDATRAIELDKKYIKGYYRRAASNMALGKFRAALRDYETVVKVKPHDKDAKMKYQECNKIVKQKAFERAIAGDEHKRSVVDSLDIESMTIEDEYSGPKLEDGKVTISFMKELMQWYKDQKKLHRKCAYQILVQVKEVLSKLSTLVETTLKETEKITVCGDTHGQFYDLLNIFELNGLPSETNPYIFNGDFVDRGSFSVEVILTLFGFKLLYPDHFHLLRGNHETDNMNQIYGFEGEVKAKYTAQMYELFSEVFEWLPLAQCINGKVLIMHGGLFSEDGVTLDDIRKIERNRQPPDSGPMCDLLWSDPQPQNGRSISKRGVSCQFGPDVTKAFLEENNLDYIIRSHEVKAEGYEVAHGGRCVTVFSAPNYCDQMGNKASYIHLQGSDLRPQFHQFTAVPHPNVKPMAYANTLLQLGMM
VLA-4 inh: inhibition in human VLA-4 binding assay, primary screen, VLA-4 allosteric modulator project, MLPCN library, flow cytometry, VLA-4 expressing cells. ligand binding flow cytometry. inhibition, % (about 7 µM as worked out from the volumes in the protocol). 0.2% of 330,000 active. AID 2557, 2010; in the data active = inhibition above about 50%
procasp7 counter: procaspase-7 activators, primary screen, counter-screen for procaspase-3 activator project, biochemical, absorbance, HTS, human; recombinant procaspase-7, Ac-DEVD-pNA absorbance 405 nm; D23A/D198A/D206A triple mutant, cannot self-cleave; scale: DMSO 0, 5 µM enzyme 100; activation, % at 8.5 µM; Caspase-7 (Homo sapiens), P55210; AID 463210, 2010; 0.093% of 330,000 active;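 active = percent activation above the screen-wide mean plus 3 SD, cut at about 25% in these data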
Target sequence (P55210 whole entry D23A/D198A/D206A): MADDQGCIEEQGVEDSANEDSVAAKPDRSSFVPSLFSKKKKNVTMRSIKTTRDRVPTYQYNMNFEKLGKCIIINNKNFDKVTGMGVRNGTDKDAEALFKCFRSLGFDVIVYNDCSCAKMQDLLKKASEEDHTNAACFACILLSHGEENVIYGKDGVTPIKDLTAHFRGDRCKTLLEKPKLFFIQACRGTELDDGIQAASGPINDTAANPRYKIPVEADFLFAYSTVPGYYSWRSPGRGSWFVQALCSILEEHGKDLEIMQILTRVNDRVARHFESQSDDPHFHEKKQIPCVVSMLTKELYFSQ
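System: Procaspase-7 triple mutant (PC-7 D3A); measure: % activation from two-timepoint absorbance difference, scaled to controls; times: 1 h compound preincubation, 2 h substrate cleavage, 25 °C; also added: Ac-DEVD-pNA substrate, 400 µM as added; measured by: Epi-absorbance of released pNA at 405 nm, two timepoints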
Fh CTSL1 inh: Fasciola hepatica cathepsin L1 inhibitors, primary screen, counter-screen for PFM18AAP inhibitor project, biochemical, QFRET, fluorogenic peptide substrate. inhibition, % at 5.96 µM. 0.49% of 300,000 active. recombinant F. hepatica cathepsin L1, Z-Leu-Arg-MCA fluorescence;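 active = inhibition above the mean of all tested compounds plus 3 SD, set per screening campaign, cut at about 17% in these data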;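 note: 0% = plate median of test compound wells and 100% = 1 µM Z-Phe-Ala-diazomethylketone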
PP1 counter: PP1-alpha phosphatase inhibitors, primary screen, counter-screen for PP5 inhibitor project, biochemical, fluorescence, OMFP substrate, single point. inhibition, % at 6.7 µM. 0.9% of 320,000 active. Serine/threonine-protein phosphatase PP1-alpha catalytic subunit (Homo sapiens), P62136. purified PP1alpha;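 active = inhibition above the mean inhibition of all tested compounds plus 3 SD, computed separately for each screening campaign, cut at about 15% in these data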
GRK2 inh: compounds blocking aptamer binding on GRK2 – biochemical, human GRK2, bead flow cytometry, HTS, primary screen | Beta-adrenergic receptor kinase 1 (Homo sapiens), P25098 | FAM-aptamer displacement from GRK2 | inhibition of aptamer binding, % at 10 µM | 0.59% of 330,000 active;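 active = inhibition of aptamer binding above 40%, roughly 3 SD of noise, on plates passing a quality check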;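 note: median bead fluorescence of bound FAM aptamer so fluorescent compounds give negative values; no value below 0 was filed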
GASC-1 inh: inhibitors of GASC-1 histone demethylase, primary screen, biochemical, fluorescence, DELFIA europium. Lysine-specific demethylase 4C (Homo sapiens), Q9H3R0. GST-JMJD2C(1-420) H3K9me3 demethylation. inhibition, % at 2.35 µM. 0.069% of 330,000 active;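 active = more than half of a compound's replicate wells show inhibition beyond 50%, single wells judged on their own value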;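 note: signal counts dimethyl H3K9 product captured on neutravidin plate; 0% = median of DMSO wells and 100% = 0.3 times that DMSO median; strong numbers were not always called active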
Active calls of the source: *; nt = not tested or not shown.

Structure	procasp7 counter	Fh CTSL1 inh	PP1 counter	PP5 primary	VLA-4 inh	HCV core dimer	procasp3 activ	GRK2 inh	GASC-1 inh
N#CCCN(C(=O)COC(=O)c1ccc2c(=O)n3c(nc2c1)CCC3)c1ccccc1	4	-1	-2	3.2	-2	-3	9	0	2
CCOc1ccccc1C(=O)NCC(=O)NNC(=O)CN(C)S(=O)(=O)c1ccc(Cl)cc1	-4	-13	3	-0.3	0	-11	4	0	-9
Cn1c(CNC(=O)c2ccc3c(c2)OCO3)nnc1SCC(=O)Nc1ccccc1Cl	4	2	-1	-0.8	4	6	3	2	-5
CC(=O)c1sc(N)c(C(=O)OC(C)C)c1C	9	3	0	0.9	-5	-2	5	0	-1
CC1(OC(=O)C2CCCC2)C(=O)C=C2C=C(c3ccc(C#N)cc3)OC=C2C1=O (centres undefined)	-27	-6	8	-1.5	-4	54*	-18	0	3
COCCCn1c(=O)/c(=C\c2ccccc2OC(F)F)s/c1=C(/C#N)C(=O)NCCOC	10	5	1	-0.7	11	-2	5	0	3
COc1cc(C2C(C#N)=C(N)N(N(C)C)C3=C2C(=O)CC(C)(C)C3)cc(OC)c1OC (centres undefined)	1	-1	-4	1.3	8	-2	-2	2	-7
Cc1ccccc1C(=O)NC(=S)Nc1sc2c(c1C#N)CCCC2	-17	1	-4	2.3	10	11	-2	3	20
COc1ccc(NC(=O)CCCN2C(=O)C(c3ccccc3)Oc3cccnc32)cc1OC (centres undefined)	0	-1	-5	3.3	19	13	3	6	-3
c1ccc2c(CN3CCCCC3)csc2c1	-1	-3	-2	-0.3	15	1	4	0	3
COc1ccc(CCC(=O)Nc2ncc(C)s2)cc1	11	0	2	2.2	3	-16	-7	0	-25
COc1ccccc1C(CNC(=O)c1cccc(NS(=O)(=O)c2ccc(Br)cc2)c1)N(C)C (centres undefined)	0	4	1	2.4	4	-2	-3	0	-3
CC(=O)Nc1ccc(/C(C)=N/NC(=O)CN(c2ccccc2Br)S(C)(=O)=O)cc1	6	-6	5	3.5	14	-6	2	2	4
Cc1ccc(C(=O)Nc2cccc(C(=O)N3CCOCC3)c2)cc1Cl	0	1	2	1.8	-3	-5	6	3	3
NC(=O)CC(NC(=O)c1ccccc1)c1ccc(N2CCC(Br)CC2)c([N+](=O)[O-])c1 (centres undefined)	0	-8	0	-0.5	-7	1	-5	0	1

More compounds
Structure	procasp7 counter	Fh CTSL1 inh	PP1 counter	PP5 primary	VLA-4 inh	HCV core dimer	procasp3 activ	GRK2 inh	GASC-1 inh
O=C(CN1CCN(S(=O)(=O)c2ccc(Cl)cc2)CC1)Nc1ccc2c(c1)OCO2	6	0	4	2.2	-9	-4	-10	2	7
CN(C)CCCN(C(=O)c1sc2ccccc2c1Cl)c1nc2c(F)cccc2s1	-4	4	-1	0.3	9	-12	-3	1	4
CCn1cc(/C=N\NC(=O)C2(C)CC2(Cl)Cl)c(C)n1 (centres undefined)	-5	0	-2	-0.9	6	-5	-3	0	-4
OC[C@@H](O)[C@@H](O)CO	2	2	2	-0.8	16	1	1	2	nt
CN(CC(=O)NC1CCCCCC1)S(=O)(=O)c1cnc[nH]1	6	-1	-2	-1.8	45	-3	10	1	-1
Cn1nnc2cc(C(=O)N3CCC(c4ccccc4)C3)ccc21 (centres undefined)	12	3	-2	-1.6	2	-2	3	3	11
COc1ccc(CNCC(C)NCc2ccc(OC)c(OC)c2)cc1OC (centres undefined)	-6	-1	1	-1.4	14	5	3	0	-1
COCCNCC(=O)Nc1ccc(C)c(S(=O)(=O)N2CCCCC2)c1	0	0	2	3.8	0	-6	4	1	-21
COC(=O)C(C)Sc1nc(NCc2ccccc2)nc(N(C)C)n1 (centres undefined)	0	-5	1	3.1	-1	4	13	0	0
COc1ccc(C(Cl)=C(c2ccc(OC)cc2)c2ccc(OC)cc2)cc1	-4	1	2	1.2	11	11	8	1	-2
COc1cc(C(CCN2CCCC2)c2c(OC)cc(OC)c3c(C)cc(=O)oc23)cc(OC)c1OC (centres undefined)	-8	1	0	0.0	nt	-1	2	nt	2
CC(C)(C)n1nnnc1C(c1cc2cc3c(cc2[nH]c1=O)OCO3)N1CCN(c2ccccc2)CC1 (centres undefined)	-3	2	0	2.4	26	-3	4	2	-6
COC(=O)c1cc(-c2ccccc2)nc2nc(SC)[nH]c(=O)c12	1	3	1	1.7	3	-6	13	30	-15
O=C(NCCCn1ccnc1)/C(=C\c1cccnc1)NC(=O)c1cccc(Br)c1	-11	-4	-4	1.0	5	-2	0	66*	-2
Cc1noc(C(=O)N2CCN(c3ccc(F)cc3)CC2)c1Cl	2	1	1	-0.8	-7	1	-2	1	-1

The listing continues.
Structure	procasp7 counter	Fh CTSL1 inh	PP1 counter	PP5 primary	VLA-4 inh	HCV core dimer	procasp3 activ	GRK2 inh	GASC-1 inh
CCc1cccc2c3c([nH]c12)C(CC)(CC(=O)O)OCC3 (centres undefined)	6	3	1	1.6	5	-10	6	4	1
CCc1ccc(S(=O)(=O)Nc2nnc(N)s2)cc1	0	0	-3	0.8	0	0	0	nt	40
O=C(N/N=C\c1ccc(Cl)s1)c1cccs1	-2	8	-2	2.5	2	-1	3	0	13
O=C(O)COc1ccccc1/C=N/NC(=O)c1cccc(S(=O)(=O)Nc2cccc(Cl)c2)c1	8	0	1	-0.5	3	4	3	0	-10
COc1ccc(Cn2c(C)c(C)c(C#N)c2NC(=O)Nc2ccc(F)cc2)cc1	-30	5	3	-0.9	-2	8	-24	0	-3
CNC(=O)C(=O)Nc1ccc(C)cc1C	-3	-4	0	4.1	5	-1	-2	0	1
CCOc1ccc(N=C2NC(=O)C(CC(=O)Nc3ccc(OC)cc3)S2)cc1 (centres undefined)	5	-4	-1	1.2	1	12	3	0	-5
O=C(c1ccc(S(=O)(=O)NCC2CCCO2)cc1)N1CCN(c2ccccc2F)CC1 (centres undefined)	-1	2	-6	-0.2	2	1	7	0	5
CCOC(=O)c1cc(-c2cc3ccccc3o2)n[nH]1	0	1	3	3.7	4	-3	4	4	4
Nc1c2c(nc3cccc(Cl)c13)N(c1ccccc1)CC2	6	1	-3	5.6	10	1	2	1	13
CSc1nnc(C)c(/C=C/Nc2ccc(F)cc2)n1	-8	2	-2	2.1	19	-5	-1	3	-11
O=C(Nc1ccc(OCC(=O)N2CCOCC2)cc1)c1cc(F)c(F)cc1Cl	3	0	1	0.4	1	1	6	0	18
N#C/C(=C/c1ccccc1)C(=O)NCc1ccccc1	12	0	1	-0.4	1	3	15	1	9
COc1cc([N+](=O)[O-])ccc1NC(=O)NCc1cccnc1	1	2	-5	0.8	6	1	6	0	-4
O=C(N/N=C/c1cccc2ccccc12)c1cc(C2CC2)[nH]n1	4	6	1	2.1	-2	-5	3	6	3

Next results:
Structure	procasp7 counter	Fh CTSL1 inh	PP1 counter	PP5 primary	VLA-4 inh	HCV core dimer	procasp3 activ	GRK2 inh	GASC-1 inh
COc1cc(OC)cc(C(=O)NNC(=O)c2cc3c(s2)CCCC3)c1	0	-2	8	2.0	8	6	8	0	-7
CCc1ccccc1NC(=O)Nc1ccc(F)cc1F	-2	-1	2	3.3	-3	-10	7	0	-1
O=C(NCC1CCCO1)c1cccc(S(=O)(=O)Nc2cccc(C(F)(F)F)c2)c1 (centres undefined)	10	nt	nt	nt	7	nt	5	21	6
CN(C)S(=O)(=O)c1ccc(N2CCCC2)c(C(=O)OCC(=O)N2CCN(c3ccccc3)CC2)c1	-10	1	-1	3.0	4	9	-5	1	-13
C=CCn1c(=O)c2ccccc2n2c(SCc3nc(N)nc(Nc4ccccc4C)n3)nnc12	-2	5	0	-1.0	-21	3	-3	1	-3
CC(=O)Nc1ccc(S(=O)(=O)NCC(=O)OC(C)c2ccccc2Cl)cc1 (centres undefined)	1	2	2	-0.1	9	-4	1	0	-5
CCC1(c2ccc(OC)cc2)NC(=O)N(CC(=O)NC2CCCCC2C)C1=O (centres undefined)	-7	nt	0	0.0	8	nt	3	0	2
COc1ccc(C(CNC(=O)c2cncc(Br)c2)N(C)C)cc1 (centres undefined)	2	3	2	-0.7	3	-4	-1	0	-7
NC(=O)COc1ccc2cc(-c3ccc(F)cc3)c(=O)oc2c1	6	-2	4	2.0	2	4	3	0	-1
CSCC[C@H](NC(=O)OC(C)(C)C)C(=O)N1CCC(C(=O)N[C@@H](Cc2c[nH]c3ccccc23)C(=O)O)CC1	8	-2	-1	7.0	17	-2	-2	0	0
Cn1c(=O)oc2cc(S(=O)(=O)N3CCN(c4cccc(Cl)c4)CC3)ccc21	2	0	1	0.1	-141	6	10	1	2
Cc1cc(NC(=O)Cn2cnc3sc(C)c(C)c3c2=O)no1	-11	nt	nt	nt	14	nt	8	4	0
CC1CC(C)CN(C(=O)c2nn(C)c3c2CS(=O)(=O)c2ccccc2-3)C1 (centres undefined)	-3	1	-7	2.2	-127	-9	0	2	-21
COc1ccc(-c2nnn(CCc3nn[nH]n3)n2)cc1OC	-1	-2	0	5.7	-11	1	0	0	3
COc1cc(OC)cc(-c2nc3nc(C)c(CCC(=O)O)c(C)n3n2)c1	-6	4	0	-0.7	7	0	-7	0	-5

The list continues.
Structure	procasp7 counter	Fh CTSL1 inh	PP1 counter	PP5 primary	VLA-4 inh	HCV core dimer	procasp3 activ	GRK2 inh	GASC-1 inh
CCOC(=O)/C(N=Nc1sc(C(=O)OCC)c(C)c1C(=O)OCC)=C(\C)O	-8	4	3	-1.3	-20	-5	2	2	-6
CCCOc1cccc(C(=O)O)c1	2	-2	1	2.8	-5	-1	-4	0	1
O=C(COC(=O)c1ccccc1NCc1ccco1)Nc1ccc2c(c1)OCO2	6	3	2	-3.5	2	13	5	1	3
CN1CCN(c2ncnc3c2c(-c2ccccc2)cn3-c2ccc(F)cc2)CC1	-3	-4	-5	0.3	7	2	-5	4	-3
COc1cc(Cl)c(C)cc1NC(=O)CSCC#N	-14	4	9	2.6	-6	-14	1	0	-5

Only procasp7 counter, PP1 counter and Fh CTSL1 inh, for some of the entries so far:
Structure	procasp7 counter	PP1 counter	Fh CTSL1 inh
O=C(COC(=O)c1ccccc1NCc1ccco1)Nc1ccc2c(c1)OCO2	6	2	3
CN1CCN(c2ncnc3c2c(-c2ccccc2)cn3-c2ccc(F)cc2)CC1	-3	-5	-4
